# From PubChem BioAssay
# Nrf2 ARE act: qHTS of Nrf2 Activators. AREc32 ARE-luciferase reporter (MCF7-derived line), luminescence, 24 h. Potency, µM (titrated, usually from 46.1 µM), for inactives: at the highest dose activation, usual class: activators. 410,000 tested, 0.31% active. AID 624171, 2012; note: potency is the fitted concentration of half-maximal effect; % of control where 0% means no effect; nearly all actives have a fitted effect of over 65% in size
#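 Luciferase luminescence (Steady-Glo, 30 min at room temperature) served as the read-out of ARE activation in AREc32 cells treated with compounds for 24 hr at 37 deg C.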
# HepG2 tox: qHTS for Inhibitors of TGF-b: Cytotox Counterscreen; AID 588856, 2011; Potency, µM (series often up to 46.1 µM), for inactives: at the highest dose activity change, negative = cytotoxicity, most hits filed as cytotoxic; HepG2 CAGA-GFP viability, ATP luminescence, 18 h; 410,000 tested, 0.76% active; note: potency is the fitted concentration of half-maximal effect; some results filed as inactive show a strong effect at the top dose
#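 CellTiter-Glo luminescence gave cytotoxicity after 18 hours at 37 degrees C. The cells were HepG2 CAGA-GFP in 1% FBS DMEM, stimulated with 500 pg/mL TGF-beta after compound addition. %Activity was normalised to no-cell wells (complete cell-killing) and DMSO (no toxicity), and curves were fitted and classified.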
# A549 viability: Nrf2 qHTS screen for inhibitors: counterscreen for cytotoxicity; 390,000 tested, 0.16% active; A549 ARE-Fluc cells, CellTiter-Fluor viability, 18-24 h; Potency, µM (top dose mostly 46 µM), for the others: top-dose activity change, negative = cytotoxicity, most hits filed as inhibitors; note: potency is the fitted concentration of half-maximal effect; % is set by controls: 0 for no effect and ±100 for the full control effect
#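 A549 ARE_Fluc cells in 5% FBS OPTI-MEM were exposed to compounds in concentration-response for 18-24 h at 37 deg C. Viability was read by CellTiter-Fluor fluorescence (Ex 405/Em 525) after 30 min, before the luciferase read.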
# CCT chaperon mod: High-Throughput Screening for Modulators of Cytosolic Chaperonin Activity. 360,000 tested, 0.3% active. purified chaperonin ATPase assay, HTRF ADP detection, 30 min. activity change, % (concentration not given with the values), hits read low. AID 651819, 2012; in the data active = activity change below about -30%; note: % is set by controls: 0 for no effect and ±100 for the full control effect
#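 We incubate TRiC, 40 or 20 nM final, with library compounds at 76 uM and 10 uM ATP for 30 min at 37 °C. ADP formed is detected with Transcreener HTRF reagents after 30 min at room temperature.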
# pAkt inh: HTS Assay for Inhibitors of Akt Phophorylation: Primary Screen. Neuro2A IGF-stimulated pAkt S473 HTRF, 20 min; active compounds read low. activity change, % for hits at 50 µM. 360,000 tested, 0.32% active. AID 651550, 2012; in the data active = activity change below about -80%; inconclusive = mostly about -51% to -80%; note: % is set by controls: 0 for no effect and ±100 for the full control effect
#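 Neuro2A cells in DMEM with 0.5% FBS, overnight at 37 deg C, given compound at single 50 µM final, then IGF (6 nM final) for 20 min at 37 deg C. Lysed; phospho-Akt Ser473 by HTRF after 24 h, 665/615 ratio.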
# TGFb inhibitor: qHTS for Inhibitors of TGF-b; 410,000 tested, 1.2% active; Potency, µM (titrated, usually from 46.1 µM), for inactives: top-dose activity, negative = inhibition, usual class: inhibitors; AID 588855, 2011; HepG2 CAGA-GFP TGF-b/SMAD3 reporter, GFP fluorescence, 18 h; TGF-beta stimulated, 500 pg/mL final; note: potency is the fitted concentration of half-maximal effect; % is set by controls: 0 for no effect and ±100 for the full control effect; nearly all actives have a fitted effect of over 65% in size
#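 GFP signal (ex488/em500-530) from TGF-beta-stimulated HEPG2 CAGA-GFP cells, 500 pg/mL final, 18 h at 37 degrees C in DMEM plus 1% FBS, normalized to unstimulated and DMSO-stimulated controls.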
# Nrf2 inh: Nrf2 qHTS screen for inhibitors; A549 ARE-Fluc reporter, luciferase luminescence, 18-24 h; Potency, µM (highest dose often 46 µM), inactives show at the highest dose activity change, negative = inhibition, most hits filed as inhibitors; 360,000 tested, 2.1% active; AID 504444, 2011; note: potency is the fitted concentration of half-maximal effect; % is set by controls: 0 for no effect and ±100 for the full control effect; nearly all actives have a fitted effect of over 60% in size
#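 Cells were seeded and rested 2 h, then exposed to compounds for 18-24 h. CellTiter-Fluor was read first as a viability measure. BugLite was added 15 min before the final luminescent read of ARE-luciferase activity in A549 cells.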
# ATXN viability: Viability Counterscreen for Primary qHTS for Inhibitors of ATXN expression | S2 cells (HEK-293 line with an ATXN2-luciferase reporter) viability, CellTiter-Fluor protease fluorescence, 24 h | Potency, µM (titrated, usually from 56.7 µM), usual class: cytotoxic | 400,000 tested, 0.49% active; note: potency is the fitted concentration of half-maximal effect; nearly all actives have a fitted effect of over 40% in size
# Mm-Cpn inhibitor: Inhibitors of TCP-1 ring complex (TRiC) of Methanococcus maripaludis (MmCpn): qHTS; purified Mm-Cpn ATPase, ADP Transcreener TR-FRET; Potency, µM (series often up to 76.9 µM), for the others: at the top dose activity, negative = inhibition, actives largely listed as inhibitors; 330,000 tested, 0.031% active; note: potency is the fitted concentration of half-maximal effect; % is set by controls: 0 for no effect and ±100 for the full control effect; nearly all actives have a fitted effect of over 80% in size
#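 Quantitative HTS used 25 nM Mm-CPN and 10 uM ATP in magnesium/KCl Tris buffer, pH 7.4, with 1 mM DTT. Hydrolysis ran 30 min at 37°C; ADP was read by HTRF.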
# Numbers without * were called inactive; i = inactive; ? = inconclusive; . = no result given; & = joins results of further samples. Unless noted, calls come from the whole dose curve; as a rule, active = well fitted curve in the direction sought with a large enough effect; inconclusive = small, poorly fitted or top-dose-only effect, or another doubt; inactive = no such curve, though single readings can be large; an effect the other way counts as inactive or inconclusive.
no.	Compound	Nrf2 ARE act	HepG2 tox	A549 viability	CCT chaperon mod	pAkt inh	TGFb inhibitor	Nrf2 inh	ATXN viability	Mm-Cpn inhibitor
1	CSc1nc(C)c(C(=O)C[n+]2ccccc2)cc1C#N	0.1%	3%	2%	-2.7	i	6%	-5%	i	1%
2	Cc1ccc(N(CC(=O)NC2CCCC2)C(=O)CCC(=O)Nc2ccccn2)cc1C	-0.4%	12%	-3%	-0.4	i	-2%	0%	i	0%
3	Cc1cccc(C(=O)NCCc2nc3ccccc3n2Cc2ccccc2Cl)c1	0.6%	-28%	-17%	.	.	?	?	?	.
4	O=C(NCCO)N1c2ccccc2Sc2ccccc21	-0.4%	3%	-4%	0.1	i	16%	-10%	i	0%
5	Cc1ccc(NC(=S)NCc2ccc3c(c2)cc(C)n3C)c(C)c1	-0.2%	-73%	2%	-0.7	i	?	-11%	?	-27%
6	CCOc1ccccc1NC(=O)Cn1c(=O)nc(-c2ccccc2F)c2cc(Cl)ccc21	2.7%	-12%	?	.	.	-5%	.	.	.
7	CCN(CC)C(=O)CSc1nc2cccnc2n1-c1ccccc1OC	2.0%	-45%	-2%	1.8	i	0%	5%	i	?
8	CCC(=O)Nc1ccc(NC(=O)CSc2nnc(-c3ccc(O)cc3)n2CC2CCCO2)cc1 (stereo unspecified)	-0.6%	0%	1%	-3.3	i	2%	23%	i	2%
9	CC(CCc1ccccn1)C(=O)c1ccccc1 (stereo unspecified)	0.6%	-1%	7%	-2.4	i	20%	16%	i	.
10	CN(C)CC(=O)c1c[nH]c2ccccc12	0.2%	-24%&-4%	5%	-4.1	i	-4%&-4%	5%	i	-1%
11	CSc1ccccc1OCc1cc(C(=O)N(C)Cc2cnccn2)no1	0.5%	-15%	4%	-0.9	i	-9%	5%	i	0%
12	CN(C)c1ccc(Cc2cc3c(O)ccc(O)c3cc(Cc3ccc(N(C)C)cc3)c2=O)cc1	?	2%	-20%	-0.8	i	?	3%	i	.
13	COC(=O)c1nn(-c2ccc(OC)cc2)c(=O)cc1NN	0.4%	2%	-21%	-0.9	i	-6%	?	i	-4%
14	CCc1ccc2c(F)cccc2n1	-0.6%	6%	.	-1.2	i	-27%	.	i	.
15	O=C(N/N=C/c1cc(Cl)cc([N+](=O)[O-])c1O)NC12CC3CC(CC(C3)C1)C2	-0.1%	7%	?	-0.8	i	-8%	?	i	-2%
16	O=c1cc(CN2CCN(Cc3ccccc3)CC2)c2ccc(O)cc2o1	1.9%	0%	9%	0.0	i	3%	11%	?	-5%
17	O=C1COC(c2ccccc2O)=NN1CCCl	0.1%	-26%	.	1.1	i	4%	.	i	.
18	Clc1cccc(N2CCN(c3ncnc4c3nc3n4CCCC3)CC2)c1	-0.2%	-34%	-2%	.	.	?	?	?	.
19	O=C(NC1=NCCS1)C1Cc2ccccc2CN1C(=O)c1ccccc1 (stereo unspecified)	2.7%	-39%	-9%	-2.6	i	-8%	27%	i	0%
20	CN1CCC(N(C)C(=O)c2cc(=O)c3ccccc3o2)CC1	-0.1%	2%	7%	-2.5	i	7%	?	i	-2%
21	Cc1cc(NS(=O)(=O)c2ccc(NC(=S)NC(=O)c3ccc(Br)cc3)cc2)no1	4.8%	-29%	2%	-3.3	i	-28%	-19%	i	2%
22	CCCC[C@H]1CCCO[C@@](C(=O)NCc2ccccn2)(C(F)(F)F)C1	.	-14%	5%	.	.	-23%	14%	.	.
23	CCOc1ccc(NC(=O)CCNS(=O)(=O)c2ccc3c(c2)CCC(=O)N3)cc1	0.3%	15%	1%	-1.2	i	5%	6%	i	2%
24	CCSc1nc(C)cc(Oc2ccc(=O)n(C)n2)n1	2.8%	13%	-2%	1.8	i	8%	-23%	i	0%
25	CCn1c(SCC(=O)Nc2cc(C)ccc2C)nc2c(c1=O)SC(C)C2 (stereo unspecified)	2.2%	-16%	-12%	-0.8	i	-9%	-13%	i	0%
26	Cc1ccc(NC(=O)C(=O)NCC2CCCO2)cc1C (stereo unspecified)	-0.9%	4%	8%	-1.5	i	2%	?	i	-2%
27	CN(C)c1ccc(/C=N/NC(=O)c2cccc(C(=O)N/N=C/c3ccc(N(C)C)cc3)n2)cc1	-0.5%	16%	-1%	-5.1	i	12%	5%	i	-5%
28	COC(=O)c1sc2nc3c(cc2c1N)CCCC3	0.7%	-2%	1%	-1.8	i	-9%	13%	.	-1%
29	CC(=O)N1CCN(c2ccccc2NC(=O)COc2ccc(Cl)cc2Cl)CC1	4.2%	-19%	-5%	-3.9	i	-13%	.	i	-2%
30	Cc1ccc2c(CC(=O)OCc3cc(=O)n4c(n3)sc3ccccc34)coc2c1	0.1%	6%	-3%	1.3	i	0%	2%	i	0%

# Sorted by molar mass (lowest first): some entries from above.
no.	Compound	Nrf2 ARE act	HepG2 tox	A549 viability	CCT chaperon mod	pAkt inh	TGFb inhibitor	Nrf2 inh	ATXN viability	Mm-Cpn inhibitor
5	Cc1ccc(NC(=S)NCc2ccc3c(c2)cc(C)n3C)c(C)c1	-0.2%	-73%	2%	-0.7	i	?	-11%	?	-27%
30	Cc1ccc2c(CC(=O)OCc3cc(=O)n4c(n3)sc3ccccc34)coc2c1	0.1%	6%	-3%	1.3	i	0%	2%	i	0%
12	CN(C)c1ccc(Cc2cc3c(O)ccc(O)c3cc(Cc3ccc(N(C)C)cc3)c2=O)cc1	?	2%	-20%	-0.8	i	?	3%	i	.

# The listing continues:
no.	Compound	Nrf2 ARE act	HepG2 tox	A549 viability	CCT chaperon mod	pAkt inh	TGFb inhibitor	Nrf2 inh	ATXN viability	Mm-Cpn inhibitor
31	CC(=O)N(C)C[C@H]1Oc2ncc(Br)cc2C(=O)N([C@H](C)CO)C[C@@H]1C	-0.1%	-2%	.	1.6	i	2%	.	i	.
32	C=CCn1c(SCCN2CCCC2)nc2c([nH]c3ccccc32)c1=O	4.7%	-22%	-1%	0.3	i	-3%	12%	i	-6%
33	COC(=O)c1[nH]c2ccccc2c1NC(=O)CN1CCN(c2cccc(OC)c2)C(C)C1 (stereo unspecified)	1.7%	-36%	-24%	1.0	i	-3%	26µM*	i	-4%
34	Oc1ccccc1C1=Nc2ccccc2N=C(c2ccco2)C1	4.5%	-30%	-1%	-3.3	.	-9%	.	i	-1%
35	O=S(=O)(c1ccc(S(=O)(=O)N2CCC3(CC2)OCCO3)cc1)N1CCCC1	-0.1%	-2%	-4%	-1.8	i	-7%	-19%	i	-1%
36	O=C(O)CCCC(=O)N1CCCC1	-0.1%	2%	0%	-0.1	i	2%	3%	i	1%
37	Cc1cc2c(cc(C(=O)OC(C(=O)NCc3ccco3)C(C)C)n2C)o1 (stereo unspecified)	3.4%	-20%	-6%	-1.8	i	-28%	?	i	-4%
38	CCOc1ccc(OCC)c(-n2cnnn2)c1	0.3%	-12%	9%	.	.	-7%	15%	.	.
39	CN(Cc1ccccc1)C(=O)c1ccc2sc([C@H]3C[C@H](O)[C@@H](CO)O3)nc2c1	-0.8%	29%	.	-1.5	i	21%	.	i	.
40	COc1ccc(/C=C2\SC(=N)N(c3ccc(F)cc3)C2=O)cc1OC	3.0%	16%	-11%	-4.0	i	21%	-3%	i	0%
41	Cc1ccc(-c2cnc(NCc3cc4c(cc3[N+](=O)[O-])OCO4)n2C)cc1C	-0.7%	-41%	2%	-0.5	i	-12%	-4%	?	-4%
42	CC1(C)CC(=O)C2=C(C1)NC(Nc1nc3ccccc3o1)=NC2c1cccc(F)c1 (stereo unspecified)	.	-12%	-1%	.	.	6%	4%	.	.
43	N=c1oc2ccccc2cc1C(=O)NCc1ccccc1	3.0%	-1%	0%	-5.4	i	0%	-13%	i	-1%
44	CCSc1nnc(Nc2ccccc2)s1	8.4%	9%	-7%	0.4	i	-4%	.	i	-1%
45	COc1ccc2c(c1)C(SCC(=O)NCCc1ccccc1)CC(C)(C)O2 (stereo unspecified)	3.8%	-41%	21%	-3.5	i	0%	-22%	i	2%
46	COc1ccc2[nH]c(=O)c(CN(C)C(=O)c3cccs3)cc2c1	1.7%	-27%	3%	1.2	i	-9%	-5%	i	0%
47	Nc1ccc(Cl)cc1C(=O)OCC(=O)NC1CCS(=O)(=O)C1 (stereo unspecified)	0.2%	-5%	?	-1.5	i	-1%	-13%	i	0%
48	CCOc1ccccc1CNc1ccc(N2CCOCC2)c(C(=O)O)c1	-0.5%	1%	3%	-3.2	.	-23%	.	i	1%
49	CC1Oc2ccccc2N(CC(=O)N2CCCC2)C1=O (stereo unspecified)	0.3%	12%	-4%	-0.5	i	-8%	9%	i	1%
50	OCC1(Cc2ccccc2Cl)CCN(C/C=C/c2ccccc2)CC1	0.2%	-71%	-11%	-0.7	i	?	7%	i	1%
51	COc1ccc2nc(SCC(=O)NC3CCCC3)c(C)cc2c1	0.2%	0%	-9%	0.1	i	?	-15%	i	?
52	CS(=O)(=O)c1ccc2nc(NC(=O)CS(=O)(=O)Cc3ccccc3)sc2c1	-0.5%	-3%	2%	-0.6	i	-21%	23%	i	0%
53	O=C(CC1(C(F)(F)F)OCCO1)Nc1ccc2c(c1)OCO2	0.2%	-44%	-4%	-8.8	i	-1%	?	i	-1%
54	CCOC(=O)C1=C(C)NC2=C(C(=O)CCC2)C1c1ccc(O)c(OCC)c1 (stereo unspecified)	0.2%	0%	-11%	-1.5	i	5%	6%	i	0%
55	Cc1ccc2nc(N/N=C/c3ccccc3C#N)nc(-c3ccccc3)c2c1	3.6%	-18%	-11%	0.1	i	1%	?	i	-1%
56	Cc1ccc(OCC(=O)N2CCC(Cc3ccccc3)CC2)c([N+](=O)[O-])n1	0.1%	-10%	1%	2.5	i	6%	-11%	i	2%

# An unsorted share of the library. Share with any hit: about 4.4%.
